From PubChem
RPL19A TOR yeast – RPL19A-GFP expression modulators in yeast, primary screen, cell-based, S. cerevisiae, multiplex flow cytometry, MLPCN | S. cerevisiae RPL19A-GFP strain, 3 h; stronger effect = lower value | percent response vs DMSO, % at 10 µM | 0.3% of 330,000 active | AID 2025, 2009;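 active = percent response vs DMSO below 50%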;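 note: median channel GFP fluorescence of the barcoded RPL19A-GFP strain; ratio of sample median GFP to plate DMSO average so 100% = DMSO; lower means less RPL19A-GFP as with rapamycin TOR inhibition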
CIT2-GFP yeast – modulators of CIT2-GFP expression in yeast, primary screen, S. cerevisiae, GFP fusion, multiplex flow cytometry, MLPCN library; S. cerevisiae CIT2-GFP strain, 3 h; 100 means same as DMSO wells; GFP response vs DMSO, % at 10 µM; 0.065% of 320,000 active;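 active = GFP response relative to DMSO above a set limit, near the screen mean plus 3 SD, cut at about 150% in these data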;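 note: ratio of well median GFP fluorescence to mean of DMSO wells on the plate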
GRK2 inh – compounds blocking aptamer binding on GRK2 – biochemical, human GRK2, bead flow cytometry, HTS, primary screen | Beta-adrenergic receptor kinase 1 (Homo sapiens), P25098 | FAM-aptamer displacement from GRK2 | inhibition of aptamer binding, % at 10 µM | 0.59% of 330,000 active;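 active = inhibition of aptamer binding above 40%, roughly 3 SD of noise, on plates passing a quality check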;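 note: median bead fluorescence of bound FAM aptamer so fluorescent compounds give negative values; no value below 0 was filed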
VLA-4 inh – inhibition in human VLA-4 binding assay, primary screen, VLA-4 allosteric modulator project, MLPCN library, flow cytometry, VLA-4 expressing cells; ligand binding flow cytometry; inhibition, % (about 7 µM as worked out from the volumes in the protocol); Integrin alpha-4 (Homo sapiens), P13612; AID 2557, 2010; 0.2% of 330,000 active; in the data active = inhibition above about 50%
Target sequence (P13612 whole entry, looked up): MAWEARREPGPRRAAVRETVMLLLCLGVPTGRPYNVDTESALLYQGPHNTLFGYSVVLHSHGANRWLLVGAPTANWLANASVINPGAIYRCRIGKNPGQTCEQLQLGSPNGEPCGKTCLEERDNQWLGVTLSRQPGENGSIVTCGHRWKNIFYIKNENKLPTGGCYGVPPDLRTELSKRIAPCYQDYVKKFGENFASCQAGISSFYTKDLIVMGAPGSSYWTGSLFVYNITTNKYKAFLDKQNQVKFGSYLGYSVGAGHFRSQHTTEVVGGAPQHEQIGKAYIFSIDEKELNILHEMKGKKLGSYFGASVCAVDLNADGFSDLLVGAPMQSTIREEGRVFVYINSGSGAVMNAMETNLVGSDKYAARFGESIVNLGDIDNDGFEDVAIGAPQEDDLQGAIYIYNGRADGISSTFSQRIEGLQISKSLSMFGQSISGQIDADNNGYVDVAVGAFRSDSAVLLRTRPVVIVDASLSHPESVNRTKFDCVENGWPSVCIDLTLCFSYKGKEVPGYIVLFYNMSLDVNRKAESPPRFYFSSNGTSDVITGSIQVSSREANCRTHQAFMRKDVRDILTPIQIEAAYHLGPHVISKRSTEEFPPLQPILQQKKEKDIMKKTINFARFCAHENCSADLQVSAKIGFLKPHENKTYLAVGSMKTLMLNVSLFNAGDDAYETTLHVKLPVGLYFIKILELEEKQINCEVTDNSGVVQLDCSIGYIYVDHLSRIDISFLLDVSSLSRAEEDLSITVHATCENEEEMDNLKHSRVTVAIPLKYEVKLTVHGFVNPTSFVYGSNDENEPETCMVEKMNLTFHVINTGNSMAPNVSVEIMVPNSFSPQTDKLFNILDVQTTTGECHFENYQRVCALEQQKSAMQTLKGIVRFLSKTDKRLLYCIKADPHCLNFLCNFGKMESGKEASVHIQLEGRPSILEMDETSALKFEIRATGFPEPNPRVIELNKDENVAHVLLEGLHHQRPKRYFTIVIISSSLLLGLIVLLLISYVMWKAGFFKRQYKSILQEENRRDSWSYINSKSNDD
MEP2-GFP yeast – modulators of MEP2-GFP levels in yeast, primary screen, S. cerevisiae, multiplex flow cytometry, MLPCN library; S. cerevisiae MEP2-GFP strain, 3 h; 100% = DMSO control level; GFP response vs DMSO, % at 10 µM; 0.51% of 330,000 active;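 active = GFP response versus DMSO above a set limit, roughly screen mean plus 3 SD, cut at about 180% in these data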;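 note: median GFP fluorescence of the barcode-gated MEP2-GFP cells per well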
LAP4 TOR yeast – modulators of LAP4-GFP expression in yeast, primary screen, S. cerevisiae, multiplex flow cytometry, MLPCN library; 3 h; median GFP as percent of DMSO wells; GFP response vs DMSO, % at 10 µM; 0.34% of 320,000 active;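 active = GFP response vs DMSO above a set limit, about the screen mean plus 3 SD, cut at about 150% in these data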
AGP1 TOR yeast – modulators of AGP1-GFP expression in yeast TOR pathway, primary screen, cell-based, multiplex flow cytometry, S. cerevisiae, MLPCN library | 3 h; GFP as percent of DMSO wells | 0.02% of 320,000 active | GFP response vs DMSO, % at 10 µM;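 active = GFP response relative to DMSO above a set limit, near screen average plus 3 SD, cut at about 150% in these data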;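 note: median GFP channel fluorescence of the gated AGP1 strain per well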
GASC-1 inh – inhibitors of GASC-1 histone demethylase, primary screen, biochemical, fluorescence, DELFIA europium | GST-JMJD2C(1-420) H3K9me3 demethylation | inhibition, % at 2.35 µM | AID 2099, 2009 | 0.069% of 330,000 active | Lysine-specific demethylase 4C (Homo sapiens), Q9H3R0;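 active = more than half of a compound's replicate wells show inhibition beyond 50%, single wells judged on their own value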;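 note: signal counts dimethyl H3K9 product captured on neutravidin plate; 0% = median of DMSO wells and 100% = 0.3 times that DMSO median; strong numbers were not always called active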
An asterisk follows results filed as active; nt = no result given.

Each structure is followed by: RPL19A TOR yeast	CIT2-GFP yeast	GRK2 inh	VLA-4 inh	MEP2-GFP yeast	LAP4 TOR yeast	AGP1 TOR yeast	GASC-1 inh
(1) CC1CN(S(=O)(=O)c2cccc(C(=O)Nc3ccccc3N3CCCC3)c2)CC(C)O1 (centres undefined)
    92	89	0	0	93	99	99	-13
(2) Cc1ccc(-n2[nH]c(C)c(C=NCc3ccncc3)c2=O)cc1
    103	94	0	1	101	106	103	7
(3) Cc1ccc(OC(=O)C23CC4CC(CC(C4)C2)C3)c(C)n1
    106	103	0	12	105	94	105	-3
(4) Cc1cc(C)c(C)c(S(=O)(=O)N2CCN(c3ncnc4ccccc34)CC2)c1C
    87	87	0	-5	95	90	95	9
(5) O=C(NCc1ccccc1Cl)C1CCCN(S(=O)(=O)c2cccc3nonc23)C1 (centres undefined)
    91	95	1	-8	96	84	92	-8
(6) O=C(Cc1ccc(Cl)cc1)Nc1ccc(S(=O)(=O)Nc2cnc3ccccc3n2)cc1
    102	102	1	-1	96	104	101	-1
(7) Cc1noc(C)c1COc1cccc(C(=O)Nc2ccc(OCc3ccccc3)cc2)c1
    109	104	1	0	103	98	108	-2
(8) O=[N+]([O-])c1cccc(S(=O)(=O)Nc2cccc(-c3ccc(N4CCOCC4)nn3)c2)c1
    98	103	3	0	94	99	101	1
(9) CC(=O)Nc1ccc(NC(=O)c2ccc(COc3ccccc3)cc2)cc1
    101	103	1	11	107	93	98	3
(10) CC[C@@H](C)[C@@H](C(=O)N1CCNCC1)n1cc(CCC(=O)O)nn1
    96	69	2	10	95	129	81	-5
(11) O=C(COc1ccc(F)cc1)N1CCCCCCC1
    99	97	1	13	104	93	96	-31
(12) CC1=C(C(N)=O)C(c2ccccn2)n2nc(SCc3ccccc3Cl)nc2N1 (centres undefined)
    94	92	0	7	93	nt	96	-20
(13) CCOP(=O)(OCC)C(C#N)=C1SCN(c2ccc(Cl)cc2)CS1
    96	96	1	-8	105	100	101	-1
(14) CC(C)(C)c1nnc(NC(=O)C2CC(=O)N(CCc3ccc(F)cc3)C2)s1 (centres undefined)
    99	106	1	4	101	103	99	4
(15) CC1=CC(=O)C=CC1(C)C(Cl)Cl (centres undefined)
    102	96	0	15	105	106	109	10
(16) O=C(CN1CCOCC1)N/N=C/c1cccc2ccccc12
    104	101	5	2	106	90	96	-4
(17) COCCNC(=O)/C(C#N)=C1\N=C(NC(=O)c2cccs2)c2ccccc21
    105	106	0	-31	112	97	104	2
(18) CCNc1nc(Cl)nc(NC2CCCCC2)n1
    102	101	0	3	104	84	95	0
(19) Cc1ccc(-c2cc(-c3c(C)nn(C)c(=O)c3N)[nH]n2)cc1
    99	99	0	6	93	109	103	-7
(20) Cn1c(CCc2ccc(N)cc2)nc2ccccc21
    92	93	0	25	93	91	91	2

Quoted at random: two records from the list
Each structure is followed by: RPL19A TOR yeast	CIT2-GFP yeast	GRK2 inh	VLA-4 inh	MEP2-GFP yeast	LAP4 TOR yeast	AGP1 TOR yeast	GASC-1 inh
(6) O=C(Cc1ccc(Cl)cc1)Nc1ccc(S(=O)(=O)Nc2cnc3ccccc3n2)cc1
    102	102	1	-1	96	104	101	-1
(2) Cc1ccc(-n2[nH]c(C)c(C=NCc3ccncc3)c2=O)cc1
    103	94	0	1	101	106	103	7

The results go on.
Each structure is followed by: RPL19A TOR yeast	CIT2-GFP yeast	GRK2 inh	VLA-4 inh	MEP2-GFP yeast	LAP4 TOR yeast	AGP1 TOR yeast	GASC-1 inh
(21) COC(=O)c1ccc(NC(=O)COc2ccc(S(=O)(=O)NC(C)(C)C)cc2)cc1
    100	93	0	-12	103	98	104	0
(22) O=C(NC1CCCC1)C1CCC(CNS(=O)(=O)c2ccc(F)cc2)CC1 (centres undefined)
    102	109	2	3	106	112	104	13
(23) O=C(O)CCC(=O)N1N=C(c2ccccc2)CC1c1cccs1 (centres undefined)
    99	103	0	-6	100	103	101	-4
(24) COc1cc(/C=N/N=C(/C(=O)c2ccccc2)c2ccccc2)cc(OC)c1O
    101	99	0	9	104	91	92	23
(25) CCOc1ccccc1OCC(=O)Nc1ccc(OC)c(S(=O)(=O)N2CCCCC2)c1
    95	96	1	7	94	102	106	-2
(26) CCc1ccc(NC(=O)C2CCCN(S(=O)(=O)c3ccc4c(c3)CCCN4C(C)=O)C2)cc1 (centres undefined)
    96	101	0	-11	102	90	94	12
(27) Cc1cccnc1CN1CCN(Cc2nc(Cc3cccc(F)c3)no2)CC1
    102	106	0	-3	99	93	98	-6
(28) O=C(COc1ccc(Cl)cc1Cl)N1CCCN(C(=O)COc2ccc(Cl)cc2Cl)CC1
    97	93	0	11	98	102	100	-4
(29) Cn1c(=O)n(C)c2cc(/C=C3/NC(=O)N(Cc4ccccc4)C3=O)ccc21
    96	101	0	-1	99	101	nt	-3
(30) COc1ccc(Oc2coc3cc(OC(=O)c4cccs4)ccc3c2=O)cc1
    nt	93	2	15	117	94	95	1
(31) CCc1nc(SCC(=O)Nc2cc(C)on2)c2c(C)c(C)sc2n1
    101	95	0	-7	101	94	97	5
(32) C/C=C(\C)C(=O)Nc1cccc(C2=NOC3(C2)C[C@@H](C(N)=O)N(C(=O)/C(C)=C/C)C3)c1 (some centres undefined)
    100	98	1	-4	95	129	88	0
(33) CC1Cc2ccccc2N1Cc1cccc(S(=O)(=O)N(C)C)c1 (centres undefined)
    101	99	3	1	102	89	94	4
(34) CC(C)c1ccccc1-n1c(SCC(=O)c2ccc3c(c2)NC(=O)CO3)nc2ccccc2c1=O
    98	111	0	5	94	114	108	19
(35) Cc1cc(S(=O)(=O)NCC(C)C)ccc1OCC(=O)N1CCOCC1
    90	89	2	9	95	96	88	7
(36) CC1CCc2cc(F)ccc2N1C(=O)CN1C(=O)c2ccccc2C1=O (centres undefined)
    100	105	0	29	106	103	105	1
(37) COCCN1CCN(C(=O)C2CCC(=O)N(CCCc3ccccc3)C2)CC1 (centres undefined)
    108	105	0	9	111	107	110	-2
(38) O=C(Nc1ccc(S(=O)(=O)NCc2ccco2)cc1)c1ccc2ccccc2n1
    101	93	11	0	112	106	105	-20
(39) Cc1nn2c(-c3cccc(NC(=O)CN4CCOCC4)c3)nnc2c2ccccc12
    115	85	1	-5	94	75	83	-2
(40) CC(C)c1onc(C(=O)Nc2cccnc2Cl)c1[N+](=O)[O-]
    102	102	0	0	102	92	97	-2
(41) Cc1cc(C)c(C#N)c(SCC(=O)Nc2ccccc2C)n1
    101	96	0	-5	106	101	93	-14
(42) CCC(C)N(C)C1CCN(C(=S)Nc2cccc(SC)c2)CC1 (centres undefined)
    101	98	0	-13	98	108	110	-1
(43) COc1cccc(NC(=O)N2CCN(S(C)(=O)=O)CC2)c1
    96	96	0	-4	96	102	102	8
(44) COc1cccc(N(CC(=O)NC2CCCC2)C(=O)Cn2nnc(-c3ccc(C)cc3)n2)c1
    94	96	0	15	93	94	94	1
(45) COc1cccc(-n2c(SCC(=O)NCCC3=CCCCC3)nc3n[nH]c(C)c3c2=N)c1
    92	83	0	-4	90	90	89	-6
(46) CCN(C(=O)c1cn(C)c(=O)c2cc(OC)c(OC)cc12)c1ccccc1C
    102	108	0	2	105	100	104	-8
(47) c1cc(CNc2ccc3c(c2)OCCO3)ccn1
    107	111	3	6	112	103	110	-16
(48) CSc1ccccc1NC(=O)c1cc(Cl)sc1Cl
    98	100	1	1	107	87	91	11
(49) Cc1csc(=O)n1CCC(=O)OCC(=O)Nc1cccc(C#N)c1
    101	91	1	19	100	101	104	8
(50) COc1ccc(-c2cccc(NC(=O)c3ccco3)c2)nn1
    99	97	0	-2	91	112	108	-44
(51) CCCn1c(SCC(=O)Nc2ccc(OC)cc2[N+](=O)[O-])n[nH]c1=O
    103	126	1	-4	103	101	116	-4
(52) COc1ccc(OC)c(S(=O)(=O)N(C)CC(=O)N2CCc3ccccc3C2)c1
    91	105	1	16	99	102	100	0
(53) CC(=O)Nc1nnc(SCc2ccccc2F)s1
    103	97	0	1	105	109	105	3
(54) c1ccc(CCN2CCN(c3ncnc4c3cnn4-c3ccccc3)CC2)cc1
    96	91	0	6	100	107	97	0
(55) CC1=Nn2c(nnc2-c2ccco2)SC1
    98	nt	2	30	97	98	92	2
(56) COc1ccc(OC)c(Nc2nc(N)nc(CCl)n2)c1
    97	99	1	22	98	106	103	8
(57) Cc1nc2ccccc2nc1OCC(=O)NCc1ccc2c(c1)OCO2
    106	105	4	-10	107	100	108	9
(58) COc1ccc(/C=N/NC(=O)CCc2n[nH]c(=O)[nH]c2=O)cc1OC
    106	101	1	nt	108	102	104	-3
(59) O=C(O)c1cc([N+](=O)[O-])c(NCc2cccnc2)c([N+](=O)[O-])c1
    90	91	1	2	98	93	89	-6
(60) CCc1cc(=O)oc2c3c(cc(OCC(=O)NCCC(=O)O)c12)OC(C)(C)CC3
    101	95	1	3	104	90	91	-2
(61) CCOC(=O)C1=C(O)/C(=C/N(C)C)N=C1C
    102	106	0	26	95	101	nt	-6
(62) COc1cccc(CNC(=O)CCNC(=O)c2ccco2)c1
    98	102	0	2	103	106	110	1
(63) COc1ccc(CNC(=O)c2cc3c(s2)CS(=O)C3)cc1 (centres undefined)
    100	102	1	-8	97	105	103	12
(64) COc1cccc(NC(=O)CNCc2ccccc2)c1
    106	102	0	-2	106	96	103	-1
(65) O=C(C[n+]1ccc(-c2nnc3n2CCC3)cc1)c1ccc(Cl)c(Cl)c1
    99	97	0	4	98	98	104	-7
(66) CC(NC(=O)c1ccco1)C(c1cccs1)N1CCN(c2ccccc2F)CC1 (centres undefined)
    95	96	0	10	94	95	100	-1
(67) CCOc1ccc(CC(=O)Nc2c(C(N)=O)oc3ccccc23)cc1OCC
    100	95	0	16	105	108	103	6
(68) O=C(O)C1Oc2cc3ccccc3cc2O1
    104	108	5	4	103	91	104	-1
(69) COc1ccc(NC(=O)c2cc(-c3ccco3)on2)cc1
    98	91	5	nt	110	112	95	-4
(70) COc1ccc(C(CNC(=O)c2cccc(NS(=O)(=O)c3ccc(Br)cc3)c2)N(C)C)cc1 (centres undefined)
    97	90	0	15	89	107	106	-12
(71) CC(=O)c1ccc(Nc2c3c(nc4ccccc24)CCCC3)cc1
    83	77	7	-10	149	101	23	4
(72) CCOC(=O)c1ccccc1NC1OC(=O)c2ccccc21 (centres undefined)
    102	89	2	13	106	98	104	2
(73) COCCN(Cc1cc2cc3c(cc2nc1Cl)OCO3)C(C)=O
    100	96	4	6	99	90	96	1
(74) CCOC(=O)CSc1nc2cccnc2n1C
    97	91	1	16	94	99	92	3
(75) Cc1ccccc1OCC(=O)Nc1nc2ccccc2[nH]1
    107	106	0	-3	106	102	86	5
(76) Cc1cc(C)cc(-n2ncc3c2CCCC3NC(=O)CN2CCCCC2=O)c1 (centres undefined)
    103	101	0	-5	165	137	99	4
(77) COc1cc(C(=O)OCC(=O)NC2CC2)ccc1OCCC(C)C
    90	94	0	-4	95	93	91	nt
(78) CCOC(=O)Cc1csc(NC(=O)COc2ccc(OC)cc2)n1
    103	97	3	34	100	101	99	-25
(79) O=C(Nn1cnc2ccccc2c1=O)c1ccccc1F
    102	101	0	-2	105	99	103	2
(80) COc1ccc(N2CCN(C(=O)COC(=O)/C=C/c3ccc(C(F)(F)F)cc3)CC2)cc1
    90	89	2	-15	96	94	90	72
(81) Cc1cccc(NC(=S)N/N=C/c2ccc(Cl)c([N+](=O)[O-])c2)c1
    98	106	2	19	100	103	101	-7
(82) Cn1c(N)c(C(=O)COC(=O)COc2cc(Cl)c(Cl)cc2Cl)c(=O)n(C)c1=O
    100	116	0	2	104	93	103	-3
(83) COc1ccccc1Cn1c(=S)[nH]c2cc(C(=O)NCC(OC)OC)ccc2c1=O
    100	97	0	12	107	107	101	3
